NPY1 pot ag = potentiates or activates human NPY-Y1 receptor; P25929; NPY-Y1 expressing cells, potentiator/agonist activation; activation, % at 3.6 µM; 220,000 tested, 0.37% active; AID 1304; in the data active = activation above about 33%, passing the limit was not always enough;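 also: cells stimulated with NPY at EC10 then isoproterenol at EC100; 0% = low agonist plus stimulus and 100% = saturating agonist plus stimulus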
Target sequence (P25929 whole entry, looked up): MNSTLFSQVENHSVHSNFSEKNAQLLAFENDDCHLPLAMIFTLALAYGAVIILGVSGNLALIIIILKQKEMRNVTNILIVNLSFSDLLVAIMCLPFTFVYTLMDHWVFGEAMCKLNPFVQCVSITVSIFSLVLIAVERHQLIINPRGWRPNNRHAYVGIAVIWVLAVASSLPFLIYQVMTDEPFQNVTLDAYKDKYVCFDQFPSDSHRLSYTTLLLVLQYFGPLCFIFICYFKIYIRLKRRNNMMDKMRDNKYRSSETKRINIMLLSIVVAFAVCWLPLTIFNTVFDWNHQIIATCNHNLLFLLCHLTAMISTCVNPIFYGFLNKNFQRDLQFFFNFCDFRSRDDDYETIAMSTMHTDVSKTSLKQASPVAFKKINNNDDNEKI
14-3-3 Bad inh = disrupts binding of bovine 14-3-3 zeta to phospho-Bad peptide. P63103. TR-FRET 14-3-3zeta/Dy647-pBad peptide displacement, 1 h. inhibition, % at 21.7 µM. 220,000 tested, 0.71% active. AID 781;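 active = inhibition above about 70%, limit read from the data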;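 also: 0% = full 14-3-3 plus peptide FRET controls and 100% = background without 14-3-3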
Target sequence (P63103 whole entry, looked up): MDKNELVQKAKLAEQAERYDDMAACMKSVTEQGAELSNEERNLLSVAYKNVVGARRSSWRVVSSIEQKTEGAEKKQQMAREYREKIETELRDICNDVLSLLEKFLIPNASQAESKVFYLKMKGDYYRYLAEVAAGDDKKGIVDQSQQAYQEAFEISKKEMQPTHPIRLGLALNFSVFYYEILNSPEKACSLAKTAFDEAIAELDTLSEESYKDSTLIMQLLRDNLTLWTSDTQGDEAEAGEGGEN
PPC-1+TRAIL kill = kills PPC-1 cancer cells in the presence of TRAIL | PPC-1 cells + TRAIL, ATPLite viability luminescence | cell killing (% activity), % at 4 µM | 220,000 tested, 0.41% active | AID 1443;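 active = cell killing above 50% in the first pass at 4 µM, then a duplicate retest at 5 µM averaging 50% or more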;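 also: plate controls were cells with TRAIL plus DMSO for no effect and medium-only wells lacking cells for full effect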
TRPML3 ag = activates the human TRPML3 channel; Q8TDD5; HEK293 TRPML3-YFP, Fluo-8 calcium fluorescence; 100% = the carbachol control signal; activation, % at 3 µM; 220,000 tested, 0.29% active;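 active = activation above its plate's cutoff, the mean activation of the plate's test wells plus 3 SD, cut at about 12% in these data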;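 also: 0% = DMSO only wells and 100% = carbachol wells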
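Test system: TRPML3-YFP stable HEK293 cells. Doses: single point at 3 µM. Incubation: dye loading 1 h 37 °C then 30 min ambient, 125 s read. Signal: Fluo-8 calcium dye fluorescence, ex 470-495, em 515-575 nm. Measure: percent activation from peak-to-basal fluorescence ratio, scaled between DMSO and carbachol.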
PGE2 EP2 inh = EP2 receptor (human) inhibition; P43116; C6 glioma cells expressing human EP2, cAMP TR-FRET; cells stimulated with saturating PGE2; inhibition, % at 25 µM; 260,000 tested, 0.52% active; AID 1422;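 active = percent inhibition above 40 after rounding to a whole number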;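 also: rat C6 glioma host cells with rolipram phosphodiesterase inhibitor present; the protocol text gives 20 µM as final concentration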
Target sequence (P43116 whole entry, looked up): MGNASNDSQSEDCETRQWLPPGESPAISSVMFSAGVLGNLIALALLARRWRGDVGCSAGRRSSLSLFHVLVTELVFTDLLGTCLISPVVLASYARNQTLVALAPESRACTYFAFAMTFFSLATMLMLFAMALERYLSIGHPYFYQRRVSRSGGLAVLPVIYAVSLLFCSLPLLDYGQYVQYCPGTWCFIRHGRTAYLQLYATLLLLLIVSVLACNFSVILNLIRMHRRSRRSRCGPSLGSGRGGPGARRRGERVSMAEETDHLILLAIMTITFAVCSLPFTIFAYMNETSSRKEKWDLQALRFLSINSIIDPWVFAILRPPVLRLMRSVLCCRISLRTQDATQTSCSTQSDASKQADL
NPY-Y1 antag = NPY-Y1 (human) receptor antagonism; HEK293-CNG Y1 cells, membrane potential fluorescence; NPY at EC95, then isoproterenol; inhibition, % at 3.6 µM; 200,000 tested, 1% active; AID 1040;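 active = inhibition above the campaign mean inhibition of all tested compounds plus 3 SD, cut at about 20% in these data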;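 also: 0% = DMSO wells given NPY plus isoproterenol and 100% = isoproterenol alone without NPY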
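material = HEK293 cells with Y1 receptor plus CNG channel | also added = NPY 25 nM then isoproterenol 1 µM plus Ro 20-1724 25 µM | schedule = dye 3 h, compound 60 min room temperature, stimulation 45 min | measured by = membrane potential fluorescence | benchmarks = high control isoproterenol alone, low control NPY with isoproterenol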
CHOP inhibitor = CHOP inhibition in unfolded protein response. CHO-K1 CHOP-promoter luciferase, tunicamycin-induced, 15-18 h. inhibition, % at 10 µM. 220,000 tested, 3.8% active;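 active = compounds that reduced the stress-induced luciferase reporter signal by more than about 70% of percent inhibition, limit read from the data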;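 also: 0% = tunicamycin plus vehicle and 100% = wells without tunicamycin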
zfTRPN1 agonist = zebrafish TRPN1 (NompC) channel agonism. AID 1424. activation, % at 3 µM. 220,000 tested, 0.18% active. HEK293 zebrafish TRPN1-YFP, Fluo-8 calcium fluorescence; 100% = response to 87 µM carbachol;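 active = activation above its plate's cutoff, the mean activation of test wells on that plate plus 3 SD, cut at about 19% in these data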;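 also: 0% = DMSO alone and 100% = 87 µM carbachol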
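System: zebrafish TRPN1-YFP in HEK293 cells / Dosing: 3 µM single point / Timing: dye loading 1 h at 37 °C, then 30 min room temperature / Signal: Fluo-8 calcium fluorescence, excitation 470-495 nm, emission 515-575 nm / Read-out basis: percent activation from peak over basal fluorescence ratio, control-normalized / Control set: high carbachol 87 µM, low DMSO alone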
EP2 modulator = modulates human prostaglandin E2 receptor EP2 signaling; P43116; EP2-expressing cells, cAMP HTRF FRET, PGE2 co-stimulation; induction, % at 25 µM; 260,000 tested, 0.83% active; AID 940;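 active = compounds whose cAMP rise, as percent of the full-agonist control response, exceeds 60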;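 also: rat C6 glioma line stably carrying human EP2 under a CMV promoter; the protocol text gives 20 µM as final concentration; 100% = response of wells given 1 µM PGE2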
An asterisk follows results filed as active; nt = no result given; & = joins results of further samples; [ ] = remark or other dose. Some of the compounds tested. The share of hits here may be higher or lower than overall.

compound | zfTRPN1 agonist | NPY-Y1 antag | EP2 modulator | 14-3-3 Bad inh | PGE2 EP2 inh | PPC-1+TRAIL kill | NPY1 pot ag | TRPML3 ag | CHOP inhibitor
CCC1(C)Cc2ccccc2-c2nc(NCCCO)n(C)c(=O)c21 (configuration not stated) | 2.1 | nt | -22 | 0 | 4 | 17 | 6 | 0.7 | 10
O=C(O)CSc1ccccn1 | 1.7 | -1 | 20&-3 | 9[fluorescence artefact?] | 10&9 | 12 | -17 | 1.0 | -6
COC(=O)[C@@H](NC(=O)N(C1CCCCC1)C1CCCCC1)C(C)C | -1.4 | -4 | 20 | -5 | 5 | 14 | -18 | -1.3 | 65
CCOC(=O)c1nnn2c1nc(N1CCOCC1)c1ccccc12 | -0.1 | nt | -37 | 2 | 5 | 12 | -11 | 1.5 | 4
C/C(CCc1ccc2c(c1)OCO2)=N\N=C1\NC(=O)CC(C(=O)Nc2ccc(Cl)cc2)S1 (configuration not stated) | 1.2 | 2 | -30 | 19[fluorescence artefact?] | 6 | 3 | 4 | 0.3 | 32
CCOC(=O)c1ccccc1NC(=O)CN1C(=O)CCS(=O)(=O)c2ccccc21 | 0.8 | -5 | 10 | 9 | 6 | 14 | -19 | 0.2 | -21
OCC1CCN(Cc2cn(Cc3ccccc3)nc2-c2cc3ccccc3o2)CC1 | 3.2 | 4 | -50 | -4 | 6 | 2 | -13 | 0.7 | -7
Cc1nn(C)c(C(=O)N/N=C/c2ccc(Br)cc2)c1Cl | 0.8 | 2 | -35 | -5 | 14 | 18 | -7 | 0.7 | 20
COc1ccc(CCN(Cc2cc3cccc(C)c3[nH]c2=O)C(=O)NC2CCCCC2)cc1OC | 0.0 | -2 | -2 | 7 | 1 | -12 | -34 | 0.3 | 26
CCOC(=O)c1cc(CC)sc1NC(=O)c1cc([N+](=O)[O-])ccc1N1CCOCC1 | 1.3 | -5 | 13 | 11 | 5 | 8 | -14 | 1.1 | -97
C/C(Cl)=C/Cc1c(C)[nH]c2ccc(C)cc2c1=O | 0.0 | 4 | -31 | 9 | 13 | 17 | 14 | 0.0 | 14
COc1ccc(C(=O)[C@H]2[C@H]3C(=O)N(c4ccc(OC(C)=O)cc4)C(=O)[C@H]3C3C=CC=NN32)cc1 (some centres not stated) | 3.1 | nt | 0 | -4 | 6 | 12 | 17 | 1.0 | 9
O=C(O)c1cccc(NC(=S)N/N=C/c2ccccc2OCc2cccc(Br)c2)c1 | -2.3 | 1 | -9 | 24 | 2 | -2 | -1 | -0.4 | 56
Oc1c(N=NC(=S)Nc2ccccc2F)c2ccccc2n1Cc1ccccc1Cl | -0.1 | 9 | 2 | -5 | 1 | 13 | -16 | -0.9 | -7
O=[N+]([O-])c1ccc(S(=O)(=O)NCC2CCCO2)cc1 (configuration not stated) | -0.7 | 4 | -7 | 12 | 4 | 1 | 11 | -0.1 | -7
Nc1nc(NCCCN2CCOCC2)nc(Nc2ccc(F)cc2)c1[N+](=O)[O-] | -2.0 | 0 | -21 | 30 | 7 | 16 | -13 | -0.8 | 0
Cc1ccc(OCCn2c(=O)oc3ccc(C)cc32)cc1 | 0.7 | 20 | 16 | 9 | 8 | 31 | -41 | -0.8 | 22
CCCCCN(C(=O)NC(=O)Nc1ccccc1C)S(=O)(=O)c1ccccc1 | -1.5 | 6 | -6 | 6 | 5 | 11 | -6 | -0.7 | 36
CCOC(=O)c1sc(NC(=O)c2ccc(C)s2)cc1C | -0.7 | -2 | -12 | 6 | 9 | 38 | -2 | 0.0 | 48
NC(=O)CSc1n[nH]c(-c2ccco2)n1 | 2.5 | nt | 1 | 2 | 3 | -1 | 10 | 1.0 | -10
O=C(CC1C(=O)NC2CCCCC2N1C(=O)c1ccc(F)cc1)Nc1ccccc1 (configuration not stated) | 1.3 | 1 | -3 | -11 | 1 | -25 | -12 | 0.5 | -13
CCn1c(CCNC(=O)c2ccc(C)cc2)nnc1SCc1ccc(Cl)c(Cl)c1 | -2.2 | -3 | 16 | 1 | 11 | -5 | 9 | 0.0 | 48
CCOC(=O)Cn1nnnc1CN(Cc1ccc(OC)cc1)Cc1cc2cc(CC)ccc2[nH]c1=O | -0.1 | -1 | 29 | 2 | 10 | 8 | -9 | -0.6 | 64
CC(=O)Oc1c(C(=O)c2nnc(C)o2)c(=O)n(C)c2ccccc12 | 0.4 | 0 | 13 | -1 | 6 | -4 | 1 | 0.8 | 12
Cc1ccc(N/C(N)=N/c2nc(CSc3nnc(C)s3)cc(=O)[nH]2)c(C)c1 | -0.8 | 20* | -19 | 3 | 5 | 7 | 11 | 0.0 | -14
NS(=O)(=O)c1ccc(NC(=O)CSC2=NC(=O)C(c3ccccc3)C(=O)N2)cc1 (configuration not stated) | 0.6 | 3 | -2 | 6 | 6 | -7 | 3 | 0.2 | 2
CC1Cc2nc(SCC(=O)N3CCOCC3)n(-c3ccccc3)c(=O)c2S1 (configuration not stated) | 0.3 | -1 | 12 | 7[fluorescence artefact?] | 12 | 2 | -10 | -0.1 | -6
CCCOC(=O)CC1C(=O)NCCN1C(=O)OC(C)(C)C (configuration not stated) | -1.2 | 3 | 17 | 2 | 4 | 5 | -5 | 1.1 | 9
CC(C)N(C(=O)C[n+]1ccc(/C=N/O)cc1)C(C)C | 1.0 | 2 | 0 | 9 | 8 | 6 | 10 | 0.6 | -3
CC(Sc1ccccn1)C(=O)Nc1ccc(S(N)(=O)=O)cc1 (configuration not stated) | 2.4 | -4 | 5 | 12[fluorescence artefact?] | 10 | 4 | 12 | 0.6 | 13
CN(CC(=O)Nc1ccccc1C(F)(F)F)C(=O)COc1ncnc2sccc12 | 0.0 | 8 | 0 | -3 | 7 | 25 | -13 | 0.8 | 4
CCn1c(=O)c(C(=O)NNS(=O)(=O)c2ccc(Br)cc2)c(O)c2ccccc21 | -0.7 | 5 | 15 | -16 | 5 | 11 | 7 | 0.3 | 105*
O=C1C(=O)N(CCN2CCOCC2)C(c2ccccn2)/C1=C(/O)c1ccccc1 (configuration not stated) | 1.6 | 4 | 31 | 3 | 11 | 19 | 16 | 0.2 | -29
CCCCCOC(=O)Cn1c(=O)oc2ccccc21 | -0.6 | -2 | 10 | -1[fluorescence artefact?] | 8 | -21 | 17 | -0.6 | 43
O=C1CNC(=O)N1CC(O)Cn1c2ccccc2c2ccccc21 (configuration not stated) | -0.4 | 3 | -24 | 8 | 8 | -6 | 9 | 0.6 | 30
CCC(C)(C)n1c(=O)[nH]c2c(c1=O)CCC2 | 0.0 | -4 | 19 | -3 | 15 | -12 | -8 | 0.4 | 14
CC(C)(C)C(=O)NNC(=O)COc1ccc2ccccc2c1Br | 0.7 | 13 | -3 | -5 | 14 | 6 | -27 | 1.3 | 12
CCOC(=O)C(C)Sc1nc(-c2ccccn2)ncc1OC (configuration not stated) | -0.5 | 1 | 15 | -11 | -1 | -1 | -12 | -1.5 | -40
CSc1ccccc1NC(=O)c1cc(C(C)C)on1 | -1.6 | 3 | -4 | -11 | 4 | 14 | -15 | 0.3 | -2
CC(C)N(CC#CC(O)(c1ccccc1)c1ccccc1)CCO | 0.6 | 5 | -6 | 10 | 7 | 19 | 4 | 0.5 | -39

The list goes on, overlapping the part above by three compounds.
compound | zfTRPN1 agonist | NPY-Y1 antag | EP2 modulator | 14-3-3 Bad inh | PGE2 EP2 inh | PPC-1+TRAIL kill | NPY1 pot ag | TRPML3 ag | CHOP inhibitor
CCOC(=O)C(C)Sc1nc(-c2ccccn2)ncc1OC (configuration not stated) | -0.5 | 1 | 15 | -11 | -1 | -1 | -12 | -1.5 | -40
CSc1ccccc1NC(=O)c1cc(C(C)C)on1 | -1.6 | 3 | -4 | -11 | 4 | 14 | -15 | 0.3 | -2
CC(C)N(CC#CC(O)(c1ccccc1)c1ccccc1)CCO | 0.6 | 5 | -6 | 10 | 7 | 19 | 4 | 0.5 | -39
CC(C)(C)c1ccc(C(=O)N/C(N)=N/c2nc3ccccc3o2)cc1 | 1.7 | 2 | 30 | 4 | 11 | 6 | -8 | 0.5 | 15
COc1ccc(C(=O)c2ccc(Cl)cc2)c2ccccc12 | -1.2 | 5 | 60 | -14 | 17 | 2 | -18 | 0.7 | 49
COc1cc(OC)c(C(=O)Nc2ccccc2-c2ccccc2)cc1OC | 0.0 | 3 | 30 | 9 | 7 | 5 | -32 | 0.3 | 31
Cc1noc(C)c1COc1cccc(C(=O)OCC(=O)NC(=O)c2ccc(OC(F)F)cc2)c1 | -0.9 | -5 | -3 | 12 | 5 | 17 | 5 | 1.0 | 2
CCCCOc1ccc(C(=O)NNC(=S)NC(=O)CC)cc1 | 0.9 | 3 | 17 | -14[fluorescence artefact?] | 9 | 15 | -33 | 0.6 | 31
Cc1ccc(/C=N/NC(=O)CSc2nc3ccccc3c(=O)n2-c2ccccc2)s1 | 0.0 | -7 | -11 | 5 | 2 | 21 | 20 | -0.2 | -21
Cc1cccc(NC(=S)NCCCN2CCOCC2)c1 | 0.5 | 2 | 26 | 0 | 4 | 8 | -1 | 0.5 | -5
S=c1[nH]nc(COc2ccccc2)n1Cc1ccccc1 | 0.5 | -9 | 7 | 0 | 7 | 27 | 24 | 0.1 | 21
O=C(CSc1n[nH]c(-c2ccc(S(=O)(=O)N3CCCCC3)cc2)n1)Nc1nccs1 | 3.4 | -8 | 13 | -4 | 14 | 40 | 17 | 0.7 | -13
Cc1c(CBr)[n+](=O)c2c(n1[O-])C(Br)CCC2Br (configuration not stated) | 0.4 | nt | -3 | 38 | 9 | -7 | 3 | 0.7 | 13
CCOC(=O)C1CCCN(Cc2cc(=O)oc3cc(C)c(C)cc23)C1 (configuration not stated) | -1.6 | 6 | 18 | -7 | 5 | 13 | -44 | -0.3 | 0
Cc1ccc(N/C(N)=N/c2nc3c(c(=O)[nH]2)CCCC3)c(C)c1 | 1.0 | 0 | 11 | 7[fluorescence artefact?] | 0 | 31 | -11 | 1.5 | -5
S=C1NC2(CCCC2)Nc2ccccc21 | 1.5 | -3 | 44 | -7 | 8 | 10 | -1 | 0.4 | -20
CCOC(=O)c1sc(=NC(=O)c2ccc(OC(C)C)cc2)n(C)c1C | -0.2 | 3 | 13 | -11 | 7 | -30 | -3 | 1.1 | 39

Source: PubChem (several laboratories)
